High-throughput results: PubChem, National Center for Advancing Translational Sciences (NCATS)
NTMT1 inh: Primary qHTS for Inhibitors of N-terminal methyltransferase 1 (NTMT1): MTaseGlo Assay. AID 1645870, 2021. N-terminal Xaa-Pro-Lys N-methyltransferase 1 (Homo sapiens), Q9BV86. Potency, µM (top dose mostly 114 µM), without a hit: at the top dose activity change, negative = inhibition, hits mostly inhibitors. 2.5% of 59,000 active. NTMT1 MTase-Glo SAH luminescence, purified enzyme;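 further: potency means the concentration at half of the fitted maximal effect; plate controls were DMSO vehicle for no effect and no enzyme for full effect; nearly all actives have a fitted effect of over 65% in size; many of its hits are not listed in these tables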
Target sequence (Q9BV86 whole entry, looked up): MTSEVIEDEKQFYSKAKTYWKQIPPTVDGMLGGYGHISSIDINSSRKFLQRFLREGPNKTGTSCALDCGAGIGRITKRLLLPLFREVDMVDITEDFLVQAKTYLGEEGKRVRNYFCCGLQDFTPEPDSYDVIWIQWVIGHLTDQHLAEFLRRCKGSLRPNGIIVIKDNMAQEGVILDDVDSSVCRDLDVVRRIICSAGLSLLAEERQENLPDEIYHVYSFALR
B2AR arrestin ag: qHTS assay of beta-arrestin-biased ligands of beta2-adrenergic receptor: NCGC Sytravon Library Screen. Beta-2 adrenergic receptor (Homo sapiens), P07550. AID 1347077, 2019. Potency, µM (series often up to 46.1 µM), inactives show at the top dose activation, hits mostly activators. HTLA Tango cells, beta-arrestin recruitment, luciferase luminescence, 18 h. 44,000 tested, under 10 active;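 further: potency means the concentration at half of the fitted maximal effect; 0% = DMSO and full agonism = EC100 isoproterenol or metaproterenol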
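First, Tango cells carrying beta2-AR and beta-arrestin fusions received compound up to 46 microM. After 18 hr at 37 degrees C, luciferase substrate was added for 15 minutes, then luminescence gave %Activity for curve fitting.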
GALK inh: qHTS Assay for Inhibitors of Human Galactokinase (GALK): NCGC Sytravon Library Screen; Potency, µM (titrated, usually from 57.5 µM), for inactives: at the top dose activity, negative = inhibition, actives largely listed as inhibitors; 44,000 tested, under 10 active; recombinant GALK, Kinase-Glo ATP luminescence, 1 h; P51570; AID 1347072, 2019;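 further: plate controls were full GALK reaction for no effect and reaction lacking GALK for full effect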
Target sequence (P51570 whole entry, looked up): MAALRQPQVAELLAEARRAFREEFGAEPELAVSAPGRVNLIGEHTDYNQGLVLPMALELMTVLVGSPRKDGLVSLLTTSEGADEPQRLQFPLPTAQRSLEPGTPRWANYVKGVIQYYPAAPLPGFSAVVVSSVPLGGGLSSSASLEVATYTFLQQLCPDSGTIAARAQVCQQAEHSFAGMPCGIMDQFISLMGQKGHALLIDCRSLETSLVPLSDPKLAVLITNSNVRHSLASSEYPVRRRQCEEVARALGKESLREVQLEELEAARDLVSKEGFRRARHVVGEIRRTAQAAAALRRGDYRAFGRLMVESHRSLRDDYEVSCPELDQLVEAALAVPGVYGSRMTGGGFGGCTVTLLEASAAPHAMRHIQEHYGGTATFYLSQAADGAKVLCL
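Reactions with and without enzyme served as controls. GALK at 5 nM phosphorylates 100 uM galactose using 35 uM ATP (HEPES pH 8.0, Mg2+) for 1 h at RT, with luminescence read 10 min after adding Kinase-Glo Plus.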
p53null 39C kill: qHTS Screen for Compounds that Selectively Target Cancer Cells with p53 Mutations: Cytotoxicity of p53 Null Cells at the Nonpermissive Temperature. H1299 p53-null (neo) cells, 39C, ATPlite viability, 24 h. Potency, µM (top dose mostly 46.1 µM), for the others: at the highest dose activity, negative = cell killing, most hits filed as cytotoxic. 0.97% of 55,000 active;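 further: potency means the concentration at half of the fitted maximal effect; 0% = DMSO only and -100% = full killing by 100 µM tamoxifen; nearly all actives have a fitted effect of over 50% in size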
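Cells seeded at 600/well, 37C overnight. Compound added (up to 46 uM), plates shifted to 39C for 24 hr. ATPlite added, luminescence read after 20 min at room temperature.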
p53null 32C kill: qHTS Screen for Compounds that Selectively Target Cancer Cells with p53 Mutations: Cytotoxicity of p53 Null Cells at the Permissive Temperature | H1299-neo p53 null cells, ATP luminescence, 24 h, 32C | Potency, µM (doses to about 46.1 µM), inactives show at the highest dose activity change, negative = cytotoxicity, most hits filed as cytotoxic | 0.62% of 55,000 active | AID 903, 2007;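 further: potency means the concentration at half of the fitted maximal effect; 0% = DMSO only and -100% = full killing by 100 µM tamoxifen; nearly all actives have a fitted effect of over 55% in size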
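Cytotoxicity: H1299-neo (no p53), 32C, 24 h treatment. Concentrations up to 46 uM. Readout cellular ATP, luminescence. Normalization to DMSO basal and tamoxifen 100 uM maximal kill.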
PTAP-TSG101 blk: qHTS Validation Assay for Inhibitors of HIV-1 Budding by Blocking the Interaction of PTAP/TSG101: Sytravon Library Screen. Tumor susceptibility gene 101 protein (Homo sapiens), Q99816. Fluorescence polarization, FITC-PTAP peptide/Tsg101, 20 min. AID 1347069, 2019. 44,000 tested, under 10 active. Potency, µM (doses to about 115 µM), inactives show at the top dose activity change, negative = inhibition, actives largely listed as inhibitors; further: potency means the concentration at half of the fitted maximal effect; 0% is about no effect
Target sequence (Q99816 whole entry, looked up): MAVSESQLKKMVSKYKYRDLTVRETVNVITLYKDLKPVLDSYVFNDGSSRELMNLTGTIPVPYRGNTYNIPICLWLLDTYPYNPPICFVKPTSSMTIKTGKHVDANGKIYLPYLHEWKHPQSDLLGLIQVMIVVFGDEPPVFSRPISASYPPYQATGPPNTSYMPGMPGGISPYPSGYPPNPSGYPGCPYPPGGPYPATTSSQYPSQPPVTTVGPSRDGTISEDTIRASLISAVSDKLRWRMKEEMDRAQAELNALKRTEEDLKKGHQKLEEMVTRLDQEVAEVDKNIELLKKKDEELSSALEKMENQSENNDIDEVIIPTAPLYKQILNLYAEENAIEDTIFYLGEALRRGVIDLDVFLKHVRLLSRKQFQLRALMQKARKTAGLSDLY
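FITC-labeled PTAP peptide (50 nM final) binding to Tsg101 binding domain (10 uM final) read by fluorescence polarization after 20 min at r.t. in HEPES pH 7.5 buffer. Actives by CRC class, <25 µM.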
FH mod: Identification of activators of human fumarate hydratase by quantitative high-throughput screening; Potency, µM (series often up to 79.9 µM), for the others: top-dose activity change, negative = inhibition, hits mostly inhibitors; 0.22% of 54,000 active; Fumarate hydratase, mitochondrial (Homo sapiens), P07954; AID 1347055, 2019; FH coupled MDH/diaphorase resazurin fluorescence, 15 min; further: potency means the concentration at half of the fitted maximal effect; on the % scale 0 is the no-effect control and ±100 the full control effect; the screen sought activators but most active calls are inhibition curves; nearly all actives have a fitted effect of over 45% in size
Starred values were filed as active, the others as inactive; ? = inconclusive; nt = no result given; [ ] = another dose, or the depositor's remark. The call rests on the fitted dose curve; in most records, active means well fitted curve in the direction sought with a large enough effect; inconclusive means small, poorly fitted or top-dose-only effect, or another doubt; inactive means no such curve, though single readings can be large; an effect the other way counts as inactive or inconclusive.

The line under a structure holds: FH mod, p53null 39C kill, B2AR arrestin ag, GALK inh, NTMT1 inh, p53null 32C kill, PTAP-TSG101 blk
> CCOc1ccccc1NC(=O)Nc1ccc2nc(N3CCN(C)CC3)cc(C)c2c1
  ?, 18µM*, 0%, -2%, -18%, ?, -1%
> Cc1c(NC(=O)c2ccc(-c3cccc([N+](=O)[O-])c3)o2)cccc1-c1nc2cc(Cl)ccc2o1
  -5%, -26%, 0%, 0%, 5%, -10%, 6%
> COc1ccc(C(=O)Nc2ccc3oc(-c4ccc(OC)cc4)nc3c2)cc1
  2%, -4%, -3%, -4%, 14%, -14%, 1%
> Cc1ccc(CSc2oc(-c3ccco3)nc2S(=O)(=O)c2ccc(C)cc2)cc1
  -10%, 15%, 1%, 1%, -1%, 15%, 8%
> CCOc1ccccc1C(=O)NCc1ccc2c(c1)CCN2C(=O)c1ccc(F)cc1
  -10%, 13%, 1%, 1%, -18%, 28%, -3%
> Cc1cccc(NC(=O)Cn2c(=O)oc3cc(S(=O)(=O)NC4CCCC4)ccc32)c1
  -1%, -16%, -1%, 5%, 8%, -3%, -3%
> Cc1ccc(NC(=O)c2cnc(SCC(=O)Nc3cc(C)on3)n(C)c2=O)cc1
  -6%, 15%, -4%, -4%, 18%, -1%, -3%
> O=C(Nc1ccc(Br)cc1F)c1ccc2nc(CCc3ccccc3)oc2c1
  -4%, -6%, 0%, -2%, 3%, 5%, 4%
> Cc1ccc(Cn2c(CO)cnc2SCc2ccc(F)cc2)cc1
  -1%, 17%, 1%, 0%, 12%, -1%, -4%
> Cc1cc(C)cc(NS(=O)(=O)c2ccc3[nH]cc(C(=O)NCCc4ccccc4)c(=O)c3c2)c1
  -7%, -18%, 0%, 8%, 1%, -7%, 1%
> CCCC(CCC)C(=O)Nc1cc(-c2cn3cccnc3n2)ccc1OC
  8%, 4%, 0%, 1%, 9%, ?, -4%
> CCOC(=O)CC(=O)CSc1nc2ccccc2c(=O)n1CCc1ccccc1
  -12%, 2%, -2%, -1%, 15%, 26%, -1%
> CCNc1nc(Oc2ccc(OCC(=O)OC)nn2)nc(N2CCOCC2)n1
  1%, -10%, -2%, 0%, 8%, -11%, -7%
> CCOc1ccc(NC(=O)c2ccc(-c3cccc(Cl)c3C)o2)cc1
  -12%, -2%, 0%, 0%, 5%, -3%, -6%
> CN(C)c1ccc(CNC(=O)c2cccc(NC(=O)N3CCSc4ncccc43)c2)cc1
  -16%, -24%, 0%, -1%, -10%, -8%, -4%

Pulled by structure from the entries so far, two records:
The line under a structure holds: FH mod, p53null 39C kill, B2AR arrestin ag, GALK inh, NTMT1 inh, p53null 32C kill, PTAP-TSG101 blk
> CCOc1ccc(NC(=O)c2ccc(-c3cccc(Cl)c3C)o2)cc1
  -12%, -2%, 0%, 0%, 5%, -3%, -6%
> Cc1c(NC(=O)c2ccc(-c3cccc([N+](=O)[O-])c3)o2)cccc1-c1nc2cc(Cl)ccc2o1
  -5%, -26%, 0%, 0%, 5%, -10%, 6%

Full records, looked up by structure. Order of values: FH mod, p53null 39C kill, B2AR arrestin ag, GALK inh, NTMT1 inh, p53null 32C kill, PTAP-TSG101 blk
Cc1ccc(CSc2oc(-c3ccco3)nc2S(=O)(=O)c2ccc(C)cc2)cc1 in the list: -10%, 15%, 1%, 1%, -1%, 15%, 8%
CCOC(=O)CC(=O)CSc1nc2ccccc2c(=O)n1CCc1ccccc1 in the list: -12%, 2%, -2%, -1%, 15%, 26%, -1%
Cc1cccc(NC(=O)Cn2c(=O)oc3cc(S(=O)(=O)NC4CCCC4)ccc32)c1 in the list: -1%, -16%, -1%, 5%, 8%, -3%, -3%

The results go on.
The line under a structure holds: FH mod, p53null 39C kill, B2AR arrestin ag, GALK inh, NTMT1 inh, p53null 32C kill, PTAP-TSG101 blk
> Cc1ccc(NC2(c3ccccc3)C(=O)c3ccccc3C2=O)cc1F
  nt, 8%, -2%, 2%, nt, 4%, -2%
> COC(=O)c1sc2c(c1C)c(=O)n(-c1ccccc1)c(=O)n2CC(=O)Nc1cccc(C)c1
  -4%, 8%, 10%, 2%, -2%, -9%, -2%
> Cc1ccc(C)c(NC(=O)C2CCCN(c3nc4ccccc4s3)C2)c1 (stereo unspecified)
  -5%, -20%, -2%, -3%, -6%, -1%, 0%
> CCC(=O)N1CCc2cc(S(=O)(=O)NC(Cc3ccccc3)C(=O)NCc3ccccc3OC)ccc21 (stereo unspecified)
  4%, -6%, 1%, -3%, 12%, 6%, 0%
> CCOc1ccccc1NC(=O)c1c(NC(=O)COc2ccccc2)sc2c1CCCCC2
  ?, -13%, -1%, 1%, 9%, -2%, 4%
> Cc1ccc2[nH]c3c(=O)n(CC(=O)N4CCN(c5ccccc5F)CC4)ncc3c2c1
  1%, -38%, 0%, 0%, 5%, -6%, 0%
> Cc1cccc(NC(=O)C2CCN(S(=O)(=O)c3cccc4nsnc34)CC2)c1C
  0%, 8%, 0%, 0%, -3%, 4%, -6%
> Cc1cccc(C(=O)Nc2ccc3oc(-c4ccncc4)nc3c2)c1
  0%, -10%, 1%, 0%, ?, -14%, -4%
> O=C(Cn1c(SCC(=O)Nc2ccc(F)cc2)nc2ccccc21)NCc1ccc(F)cc1
  1%, -9%, 1%, -4%, 2%, -5%, -2%
> CC(C)(CC(=O)NCc1ccc(Cl)cc1Cl)CC1=NS(=O)(=O)c2ccccc2N1
  -29%, 22%, -1%, -2%, 2%, 5%, -1%
> COc1ccc(NC(=O)CC2C(=O)N(c3ccc(C)cc3)C(=O)N2C2CCCC2)cc1 (stereo unspecified)
  nt, -9%, -1%, 1%, nt, -3%, 2%
> COc1ccc2cc(CNc3ccc(OC)c(OC)c3)c(=O)n(CC(=O)Nc3ccccc3F)c2c1
  ?, 5%, 1%, 0%, -15%, -4%, 0%
> CC(C)CCN(C(=O)Nc1ccc(Cl)c(Cl)c1)C(C)c1cccs1 (stereo unspecified)
  ?, 2%, -2%, -1%, 1%, 31%[activator], -2%
> COc1ccc(CCNC(c2ccc(F)cc2)c2nnc(-c3ccccc3Cl)o2)cc1OC (stereo unspecified)
  nt, -23%, -2%, 2%, nt, 33%[activator], -1%
> COc1cccc(OCc2cc(=O)n3cc(C)sc3n2)c1
  1%, -22%, -1%, -1%, 3%, -23%, 0%

Part of the list above in another layout:
> CCOc1ccccc1NC(=O)c1c(NC(=O)COc2ccccc2)sc2c1CCCCC2
- FH mod: ?
- p53null 39C kill: -13%
- B2AR arrestin ag: -1%
- GALK inh: 1%
- NTMT1 inh: 9%
- p53null 32C kill: -2%
- PTAP-TSG101 blk: 4%
> COc1ccc(NC(=O)CC2C(=O)N(c3ccc(C)cc3)C(=O)N2C2CCCC2)cc1 (stereo unspecified)
- FH mod: nt
- p53null 39C kill: -9%
- B2AR arrestin ag: -1%
- GALK inh: 1%
- NTMT1 inh: nt
- p53null 32C kill: -3%
- PTAP-TSG101 blk: 2%
> Cc1ccc2[nH]c3c(=O)n(CC(=O)N4CCN(c5ccccc5F)CC4)ncc3c2c1
- FH mod: 1%
- p53null 39C kill: -38%
- B2AR arrestin ag: 0%
- GALK inh: 0%
- NTMT1 inh: 5%
- p53null 32C kill: -6%
- PTAP-TSG101 blk: 0%

Next section:
The line under a structure holds: FH mod, p53null 39C kill, B2AR arrestin ag, GALK inh, NTMT1 inh, p53null 32C kill, PTAP-TSG101 blk
> CCc1ccccc1NC(=O)C1CCCN(c2cnccn2)C1 (stereo unspecified)
  -3%, 0%, -1%, -4%, -2%, -5%, -1%
> CCN(CC)C(=O)c1c(-c2ccccc2)c(-c2ccccc2)nn(C)c1=O
  3%, -17%, -1%, -1%, 15%, -8%, -7%
> COc1ccc(-c2ccc3c(N)c(C(=O)Nc4cc(F)ccc4C)sc3n2)cc1
  -6%, 3%, 1%, 2%, -2%, -9%, 2%
> O=C(c1ccc(Cl)cc1)c1cn(Cc2ccccc2)c2cc3c(cc2c1=O)OCCO3
  ?, -2%, -1%, -3%, 34%[activator], -12%, 2%
> CC(=O)N1CCCc2cc(S(=O)(=O)N3CCCCC3)ccc21
  0%, -26%, 0%, -2%, 6%, ?, 0%
> COc1cc(OC)c(OC)cc1/C=C/c1nc2cc3ccccc3cc2c(=O)n1-c1ccc(F)cc1F
  -2%, -21%, 0%, -2%, -7%, -1%, -5%
> CC(Sc1nc(=O)cc(N)n1CCc1ccccc1)C(=O)Nc1ccc(Cl)cc1 (stereo unspecified)
  -12%, 22%, 1%, -1%, -4%, -13%, -6%
> COc1ccc(CCNC(=O)c2ccc(Cn3c(=O)c4ccccc4n(Cc4ccc(F)cc4Cl)c3=O)cc2)cc1OC
  1%, -9%, 0%, 6%, 1%, 10%, 0%
> CCOc1ccc(CCNC(=O)c2sc3nc4n(c(=O)c3c2C)CCCC4)cc1
  ?, -28%, 1%, 0%, -1%, 2%, -2%
> CCCOc1ccc(CNC(=O)c2ccc(C)c(-n3c(C)nc4cccnc43)c2)cc1
  1%, -3%, 0%, -1%, 0%, 4%, -2%
> CCN(CC)CCNc1ncnc2c1cnn2-c1cc(Cl)ccc1C
  -20%, 14%, -1%, -1%, -8%, -2%, -2%
> CCOc1ccc(S(=O)(=O)Nc2ccc3oc4c(c3c2)CC(C)CC4)cc1 (stereo unspecified)
  ?, ?, -2%, 6%, 13%, 56%[activator], -1%
> Cc1cc(C)c(NC(=O)c2cc(S(=O)(=O)NCCC3=CCCCC3)ccc2F)c(C)c1
  3%, 7%, 0%, 0%, -9%, -8%, 1%
> CCC(C(=O)NC1CCCCC1)n1c(SCc2ccccc2F)nc2ccncc21 (stereo unspecified)
  -7%, ?, -3%, 0%, -9%, ?, 1%
> CCOc1ccc(CCNC(=O)CSc2nnnn2-c2ccccc2Cl)cc1OCC
  -28%, -14%, 1%, 8%, ?, 0%, -4%
> O=c1[nH]c(SCc2c(F)cccc2Cl)nc2c1CCCC2
  3%, -15%, -3%, 2%, -10%, -5%, 1%
> CC(CNC(=O)c1cnn(-c2ccc(F)cc2)c1-n1cccc1)c1ccccc1 (stereo unspecified)
  -18%, 27%, 1%, 1%, 79µM*, 11%, -5%
> Cc1cc(C)cc(NC(=O)c2ccc3oc(=O)c(S(=O)(=O)c4ccc(F)cc4)cc3c2)c1
  3%, 15%, -1%, 0%, 8%, -6%, 1%

An excerpt, so the mix of outcomes need not match the whole.
